Hep lipid drop: modulators of hepatic lipid droplet formation | 240,000 compounds, 0.4% hits | AID 1656 | AML12 mouse hepatocytes, oleate lipid droplets, BODIPY imaging | inhibition, % at 6.5 µM;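 active = lipid droplet intensity inhibited by at least 50%, with more than 500 cells counted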
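Material – mouse AML12 hepatocyte cell line, fixed after treatment · Compound dosing – one dose, 6.5 µM compound · Times – compound with oleate, overnight · Measured by – Image-based BODIPY and DAPI two-channel analysis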
PhoP inhibition: inhibitors of PhoP regulon expression, primary screen, Salmonella Typhimurium, GFP reporter (AID 1863). S. Typhimurium PhoP-regulated promoter GFP reporter, 4 h; higher % means a stronger effect. 300,000 compounds, 0.16% hits. inhibition, % at 50 µM, or IC50 in µM where a hit was titrated;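 active = inhibition over 29.93%, a cutoff 3 SD above the screen mean, later confirmed by dose response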;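 also: 0% = low Mg2+ inducing control and 100% = high Mg2+ repressing control; strong numbers were not always called active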
MT stabilize HCS: stabilizes microtubules in HeLa cells | HeLa tubulin immunostaining HCS, 24 h; share of cells brighter than vehicle mean+2SD | % tubulin-high responders, % at 10 µM | 200,000 compounds, 0.83% hits | AID 2205;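 active = plate Z-score above 3 for both tubulin-high and condensed-nucleus cell shares, with cell loss under 80%, at 10 µM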;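 also: anti alpha tubulin signal scored within the nucleus-defined area of each cell; some results filed as inactive read as strong as hits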
CSM14.1 death rescue: protection against thapsigargin-triggered cell killing – 384-well, CSM14.1, ATP luminescence, primary screen (AID 1222) | CSM14.1 thapsigargin-induced death rescue, ATP luminescence; higher % means a stronger effect | cellular ATP content (survival), % at 20 µM; hits with a dose series show EC50 in µM | 190,000 tested, under 10 active;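 active = EC50 below 50 µM in the dose-response confirmation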;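 also: death triggered by thapsigargin at about 15 µM added after 2 h compound pretreatment; cell ATP read after overnight thapsigargin exposure of roughly 18 to 22 hours; normalized against plate controls of thapsigargin alone and 5% DMSO vehicle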
Dynein transport: blocks dynein driven cargo transport along microtubules. 3617.4 mouse cells, GR-EGFP nuclear translocation imaging; test concentration mostly 20 µM; stimulated with dexamethasone, 1 µM; active compounds read low. z-score, hits read low. 220,000 compounds, 0.47% hits. AID 1381;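 active = plate z-score of nuclear minus cytoplasmic receptor signal below a set negative limit, without overly bright fluorescence or cell loss, cut at about -3.5 in these data, passing the limit was not always enough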;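 also: z-score of nuclear minus cytoplasmic ring GR-EGFP intensity difference per well; some compounds called inactive have numbers as strong as hits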
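Buffer or medium – tet-free medium with charcoal-stripped serum · Signal – automated 10x imaging of fixed Hoechst-stained cells · Also added – dexamethasone agonist, 1.0 µM final, for 30 min · Incubation – induction 48 h, compound 1 h, agonist 30 min · Read-out – GR-EGFP nuclear translocation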
b-catenin transl: alters nuclear translocation of beta-catenin in HeLa cells | 190,000 compounds, 0.3% hits | nuclear translocation activity, % at 5 µM | AID 1665 | immunofluorescence imaging;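 active = nuclear translocation activity above 50% at 5 µM, with a well cell count of 50 or more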;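 also: per-cell ratio of nuclear to cytoplasmic median beta-catenin stain intensity; plate controls were DMSO negative control for no effect and GSK-3 inhibitor IX positive control for full effect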
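Test system: human HeLa cells, endogenous beta-catenin. Times: 24 h compound exposure, 37°C. Measured by: beta-catenin immunofluorescence imaging with DAPI.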
Autophagy HCS: alters autophagy in cells. 190,000 compounds, 0.98% hits. calls only at 10 µM (by protocol). AID 463193. MEF GFP-LC3 puncta imaging; test concentration mostly 10 µM;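 active = percentage of spot-positive cells more than 3 SD above its plate mean, without a fluorescence outlier flag or 80% toxicity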;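 also: spot-positive cell cutoff set from DMSO-treated cells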
Ins promoter up: MIN6 insulin promoter up-regulation | MIN6 insulin promoter-GFP reporter, high-content imaging; active compounds read high | z-score at 5 µM | 190,000 compounds, 0.3% hits | AID 1625;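 active = z-score above 3 at 5 µM with at least 500 cells counted in the well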
T cell HTS: T cell immune modulators affecting CD8 T cell-vesicle binding; AID 2052; 2C CD8+ T cell-vesicle binding, flow cytometry; active compounds read low; calls only at 7 µM; 330,000 compounds, 0.068% hits;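 active = response, share of CD8 T cells binding vesicles, and their 90th percentile fluorescence all below set limits, cut at about 80% in these data, passing the limit was not always enough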
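Benchmarks: naked versus QL9-loaded vesicles / Assay system: purified 2C TCR transgenic mouse naive CD8+ T cells / Technique: high-throughput flow cytometry with anti-B7-1 and anti-CD8 staining / Timing: Cell–vesicle co-incubation 1.5 h at 37 °C, staining 20 min on ice / Read-out: percent CD8+ FL2 mean versus row control / Probe or stimulus: QL9-loaded Drosophila micro-vesicles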
Dynein transport cytoplasmic EGFP: second read-out of Dynein transport, no call of its own (marks repeat the call); z-score; measured here: cytoplasmic GR-EGFP intensity; active compounds read high
Dynein transport nuclear GR-EGFP: second read-out of Dynein transport, no call of its own (marks repeat the call); z-score; measured here: nuclear GR-EGFP intensity;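 lower value marks the stronger effect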
Dynein transport cell count: further read-out of Dynein transport, marked with its call; z-score; measured here: cell count per field
Ins promoter up cell count: also measured in Ins promoter up; calls as there; cell count; measured here: cytotoxicity, nuclei count;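 total cells summed across four imaged fields per well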
Hep lipid drop cells 6.5 µM: further read-out of Hep lipid drop, marked with its call; cell count; measured here: cell count, cytotoxicity flag;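 cells counted across two imaged fields per well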
b-catenin transl cell count 5 µM: recorded beside b-catenin transl, whose call it bears; cell count; measured here: cell count, cytotoxicity flag
T cell HTS vesicle-bound %: also measured in T cell HTS; calls as there; double positive events, %; measured here: CD8+ vesicle-bound cell fraction;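 binding gate set so that unloaded-vesicle control wells show 10% double positive cells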
MT stabilize HCS Hoechst-high %: further read-out of MT stabilize HCS, marked with its call; % Hoechst-high responders; measured here: nuclear condensation Hoechst responders;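 share of cells brighter than vehicle mean plus two SD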
MT stabilize HCS cytotoxicity %: second read-out of MT stabilize HCS, no call of its own (marks repeat the call); toxicity, %; measured here: cytotoxicity by cell density;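 0% = mean cell density of plate MIN control wells and 100% = no cells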
Autophagy HCS cell loss 18 h: also measured in Autophagy HCS; calls as there; toxicity, %; measured here: cell loss, nuclei count;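 cell loss after 18 h compound exposure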
Starred values were filed as active, the others as inactive; i = inactive; / = no result given; + = active, no number.

Each structure is followed by: Hep lipid drop	Hep lipid drop cells 6.5 µM	PhoP inhibition	MT stabilize HCS	MT stabilize HCS Hoechst-high %	MT stabilize HCS cytotoxicity %	CSM14.1 death rescue	Dynein transport	Dynein transport cytoplasmic EGFP	Dynein transport nuclear GR-EGFP	Dynein transport cell count	b-catenin transl	b-catenin transl cell count 5 µM	Autophagy HCS	Autophagy HCS cell loss 18 h	Ins promoter up	Ins promoter up cell count	T cell HTS	T cell HTS vesicle-bound %
1	Cc1nc(N2N=C3/C(=C/c4ccc(F)cc4)CCCC3C2c2ccc(F)cc2)sc1C(=O)N(C)C (stereo unspecified)
 : -19.2	768	-9.9%	1.1	1.4	11.3	-0.5%	-0.523	0.078	-0.427	1.14	-2.4	1071	i	-37.4	0.33	747	i	37.9
2	CC1CCCC(C)N1C(=O)Cn1c(SCC(=O)Nc2ccc3c(c2)OCO3)nc2ccccc21 (stereo unspecified)
 : /	/	-1.4%	8.1	4.1	4.4	-2.1%	-0.291	-0.103	0.159	-0.402	2.1	660	i	-6.6	0.06	964	i	36.6
3	Cc1c(Br)cc(C(=O)OC2CCN(C)CC2)c(C)c1C
 : -9.4	744	-3.8%	3.2	2.4	21.4	-3.5%	2.09	-0.224	1.23	-1.08	2.3	1163	+	2.1*	-1.49	1286	i	26.3
4	CCCc1cc(=O)[nH]c(SCCOc2ccc(OCC)cc2)n1
 : 6.1	797	-6.5%	1.5	1.5	8.4	-1.1%	0.193	0.00872	0.103	0.441	8.6	1056	i	-0.5	/	/	i	21.3
5	CC[C@H](C)C(C(=O)N1CCN(C(=O)OC(C)(C)C)CC1)n1cc(C(CO)NC(=O)OC(C)(C)C)nn1 (stereo partly specified)
 : -2.2	689	-11.6%	2.8	1.3	7.4	3.7%	-0.147	-0.266	0.198	-0.177	-0.3	1178	i	-16.2	0.52	1374	i	12.7
6	C=CCN(CC=C)Cc1ccc(C(=O)OC)o1
 : /	/	7.9%	3.6	1.3	4.6	-1.3%	-0.591	-0.286	-1.12	0.35	-0.5	1314	i	4.8	-1.12	1537	i	40.2
7	COc1ccc(-c2noc(-c3ccccc3C(=O)NCC3CCCO3)n2)cc1 (stereo unspecified)
 : -5.9	634	-10.0%	/	/	/	/	0.22	-0.224	0.0585	-0.194	-4.8	1245	/	/	-0.17	1458	i	42.4
8	COc1ccccc1NC(=S)N(Cc1ccc(C)cc1)Cc1ccccn1
 : 15.7	753	-3.2%	3.9	3.5	8.2	1.6%	1.72	-0.192	0.198	-1.77	/	/	i	35.5	/	/	i	27.8
9	COc1ccc(CCNS(=O)(=O)c2ccc(N3CCCC3=O)cc2)cc1
 : /	/	3.4%	3.2	2.6	9.7	/	-0.415	-0.158	0.182	-1.44	/	/	i	-1.6	/	/	i	30.5
10	OC(CNC1CCCC1)COc1c(F)cc(Br)cc1F (stereo unspecified)
 : 12.2	789	23.3%	1.8	1.2	8.8	-0.6%	3.9	0.893	2.57	-1.65	/	/	i	2.5	-0.72	993	i	29.4
11	O=C(CSc1nnc(NC(=O)c2ccc3c(c2)OCO3)s1)NCc1ccco1
 : -10.4	643	-3.8%	1.9	0.5	1.3	-1.9%	-0.521	-0.31	-0.109	0.69	-1.6	1068	i	-10.2	-0.37	1586	i	39.2
12	Cc1cc(C(=O)N/N=C/c2cc(Cl)cc([N+](=O)[O-])c2O)n[nH]1
 : 19.7	792	-10.7%	/	/	/	/	-0.551	0.0133	-0.147	0.0841	1.6	1352	/	/	-0.03	1076	i	28.3
13	COc1ccc(N(CC(=O)NC2CCCC2)C(=O)CCC(=O)Nc2cc(C)on2)c(OC)c1
 : /	/	2.0%	2.3	2.4	11.6	1.8%	-0.3	-0.205	-0.078	0.465	-2.3	897	i	-15.7	-1.39	1253	i	34.5
14	CCn1c(COc2ccc(Cl)cc2)nnc1SCc1nc2ccccc2[nH]1
 : /	/	16.7%	2.6	1.0	3.6	-1.2%	-0.196	0.0369	-0.791	0.452	3.5	1352	i	6.1	0.18	1239	i	27.5
15	Cc1ccccc1Nc1nnc(SCC(=O)NC(=O)Nc2ccc3c(c2)OCCO3)s1
 : -4.0	619	8.0%	5.1	3.1	2.8	-1.5%	0.0284	-0.311	-0.416	0.0158	/	/	i	-5.0	-0.14	1283	i	12.3
16	COc1ccc(CNC(=O)c2cc3c(=O)[nH]c4ccccc4c3n2C)cc1
 : -14.5	663	6.2%	6.3	2.5	7.7	0.9%	0.773	-0.207	0.673	-1.73	-2.2	1129	i	-2.1	0.21	1242	i	41.7
17	CC(=O)Nc1cccc(-c2nnc(SCC(=O)N3CCCCC3)n2C)c1
 : -4.4	708	-12.6%	5.3	2.5	4.5	0.2%	-0.064	-0.19	0.379	-0.222	-2.2	510	i	8.1	/	/	i	32.3
18	Cc1noc(C)c1Cc1ccc(O)cc1
 : 8.0	787	-9.4%	2.9	1.5	1.5	0.4%	2.31	-0.194	0.789	-1.19	-1.4	1127	i	8.1	0.39	1780	i	10.8
19	CCc1cc2c(=O)c(-c3nc4ccccc4n3C)c(C)oc2c(CN2CCN(C)CC2)c1O
 : -9.6	681	-6.4%	1.4	1.6	5.6	-2.0%	-0.684	-0.203	0.0869	0.884	-1.0	1150	i	1.8	0.53	1143	i	50.0
20	O=C(O)C1C(c2ccccc2)C(C(=O)Oc2ccc(O)cc2)C1c1ccccc1 (stereo unspecified)
 : 5.3	745	-7.6%	2.3	3.5	7.7	-2.8%	2.36	0.165	1.86	-1.36	-5.4	1193	i	-6.1	-0.08	1206	i	57.8
21	COc1ccc(CC(=O)NNC(=O)c2ccoc2C)cc1OC
 : /	/	6.1%	1.6	1.7	8.4	-1.6%	-0.393	-0.234	-0.717	0.74	/	/	i	-2.7	/	/	i	26.2
22	Cc1ccc(C(=O)Oc2ccc(Cl)c3cccnc23)cc1[N+](=O)[O-]
 : /	/	7.0%	2.2	1.6	6.5	-1.5%	-1.04	-0.186	-0.499	0.87	-1.2	1246	i	13.0	0.64	1702	i	37.8
23	CC(=O)c1cccc(NC(=O)N2CCc3ccccc3C2)c1
 : -4.2	890	2.3%	3.2	2.3	1.0	-3.0%	-0.0461	-0.15	-0.0515	0.815	-1.9	1169	i	26.9	-0.67	1096	i	12.2
24	COc1cc(CN/C(C)=C(\C#N)C(N)=O)cc(OC)c1OC
 : -2.0	693	1.8%	2.9	2.5	7.7	-2.3%	0.397	-0.16	0.387	0.628	-1.6	1086	i	-9.4	/	/	i	24.9
25	CC(C(=O)NCCCc1ccccc1)c1ccc([N+](=O)[O-])cc1 (stereo unspecified)
 : -10.6	589	2.9%	1.9	1.6	10.5	-0.1%	-0.935	-0.289	-0.414	0.871	0.0	1011	i	12.7	-0.41	1595	i	41.1
26	CCOc1ccc(NC(=O)C(=O)NCCCn2ccnc2)cc1
 : -3.1	656	16.7%	1.4	2.9	10.1	3.9%	0.203	-0.222	-0.2	-0.23	-0.5	1082	i	-4.7	0.53	1978	i	19.9
27	CCOc1ccc(NC(=S)NCC(c2cccnc2)N2CCOCC2)cc1 (stereo unspecified)
 : 7.7	725	6.7%	2.2	2.6	2.0	-1.0%	0.297	-0.015	0.436	-1.5	0.0	1101	i	-0.7	-0.51	1261	i	47.9
28	c1cncc(CN=C2Nc3ccccc3CS2)c1
 : 12.2	724	-2.2%	1.3	3.0	5.4	-0.4%	0.324	-0.396	-0.428	0.664	-0.3	1081	i	-2.9	-0.06	1368	i	59.6
29	Cc1sc2ncnc(Nc3ccc(N4CCOCC4)cc3)c2c1-c1ccccc1
 : -7.4	653	-4.9%	5.3	3.5	10.1	3.2%	1.04	-0.245	0.81	-0.676	-3.1	1120	i	-8.0	-0.02	1445	i	52.7
30	CN(C(=O)c1sc2nc(N3CCOCC3)c3c(c2c1N)CCCC3)c1ccccc1
 : 1.8	681	3.2%	2.6	2.4	2.5	/	1.12	-0.176	0.574	-0.49	1.2	1119	i	4.8	-0.13	1256	i	14.0

Screening results (PubChem)
